BRCT PPI red – BRCT-phosphoprotein interaction inhibition (red fluorophore); 0.03% of 75,000 active; P38398; Potency, µM (series often up to 76.9 µM), for the others: at the top dose activity change, negative = inhibition, usual class: inhibitors; BRCT-phosphopeptide binding, red fluorescence polarization; also: % is scaled to controls: 0 for no effect and ±100 for the full control effect
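Fluorescence polarization: 100 nM His-tagged BRCA1 BRCT with 100 nM TAMRA-labelled phospho-BACH1 decapeptide, phosphate buffer pH 7.3 with 150 mM NaCl, DTT, 0.01% Tween 20; 12 min RT. Binding inhibition seen as FP decrease.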
Pol III holo inh – inhibitors of bacterial DNA polymerase III holoenzyme; reconstituted DNA polymerase III holoenzyme replication, biochemical; Potency, µM (highest dose often 57.1 µM), for the others: top-dose activity change, negative = inhibition; 0.25% of 71,000 active; also: potency is read from the fitted curve at half-maximal effect; % is scaled to controls: 0 for no effect and ±100 for the full control effect
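Reconstituted *E. coli* holoenzyme (0.35 nM Pol III, 1 nM beta, 154 nM SSB, 2 nM primase) was preincubated with compound for 15 min at RT. Synthesis on 1.4 nM ssM13Gori ran 35 min, then was stopped with PicoGreen/EDTA and read as dsDNA fluorescence.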
Epigenetic mod – derepresses silenced GFP locus in mouse C127i cells | Potency, µM (titrated, usually from 46.1 µM), for the others: at the highest dose GFP derepression (activation) | mouse C127i GFP locus derepression, cytometry, 30 h | 0.09% of 68,000 active | AID 597; also: % of control where 0% means no effect
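Murine C127i mammary cells carrying a silenced, stably integrated CMV-driven GFP reporter were treated with compound for 30 hours at 37 C. After PBS washes, GFP-positive cells were counted by laser-scanning microplate cytometry.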
Ub-GFP proteasome – inhibits proteasome, raising ubiquitin-GFP reporter fluorescence | Ubiquitin-GFP reporter cells, proteasome inhibition, GFP fluorescence; response scale: untreated = 0%, 10 µM MG-132 = 100% | Potency, µM (highest dose often 45.9 µM), for inactives: at the highest dose activation (GFP accumulation), actives largely listed as activators | AID 526 | 67,000 tested, under 10 active; active = well fitted activation curve with a large enough effect, not every such curve was filed as active; inconclusive = small, poorly fitted or top-dose-only effect, or another doubt; inactive = no such curve, though single readings can be large or run the other way; also: potency is read from the fitted curve at half-maximal effect
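Proteasome blockade was scored as a rise in GFP-expressing U2OS cells carrying a ubiquitin(G76V)-GFP construct, imaged after 4 hr compound treatment at 37 °C across a 46 uM–2.9 nM series.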
HBB splicing – modulators of hemoglobin beta chain splicing | HBB splicing reporter cell assay, activation; EGFP reporter with mutant IVS2-654 intron; response scale: normalised to 500 nM splice-correcting PNA | Potency, µM (highest dose often 46.1 µM), without a hit: at the highest dose activation, hits mostly activators | 0.06% of 65,000 active; also: potency is read from the fitted curve at half-maximal effect; 0% is about no effect
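HeLa cells stably expressing EGFP interrupted by mutant beta-globin intron 2 (IVS2-654), 500/well in 2% FCS. Treated with compound for 2 days at 37C. Splicing correction scored as total well GFP intensity (488 nm excitation, 500-520 nm emission); 500 nM antisense PNA served as control.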
USP2a inh – USP2a (human) protease inhibition | 0.1% of 60,000 active | Potency, µM (doses to about 38.3 µM), for inactives: at the highest dose activity change, negative = inhibition, usual class: inhibitors | USP2a enzymatic assay, qHTS inhibition | O75604 | AID 927;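 also: potency is read from the fitted curve at half-maximal effect; nearly all actives have a fitted effect of over 60% in size; plate controls were DMSO for no effect and NEM full inhibition control for full effect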
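Coupled readout: USP2-cleaved Ub-PLA2 (20nM final) turns over NBD C6-HPC (20uM final), Ex 460nm/Em 535nm after 2.5 h, time-zero read flagging artifacts. Enzyme (20nM final, pH 8.0 Tris) given 30 min RT with compound first; NEM defines full inhibition.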
CRE-bla Fsk – modulators of forskolin-stimulated CRE signaling in CHO cells; CHO CRE-bla reporter (cAMP response element driving beta-lactamase), forskolin EC10, beta-lactamase ratio; Potency, µM (highest dose often 38.2 µM), for inactives: at the highest dose activity change, negative = inhibition, actives largely listed as activators; 2.5% of 71,000 active; AID 662; active = well fitted activation curve with a large enough effect in the signal ratio, with a control signal flat, not every such curve was filed as active; inconclusive = small, poorly fitted or top-dose-only effect, or effect the other way, or a change in a side signal; the % refers to the signal ratio; also: potency is read from the fitted curve at half-maximal effect; % of control where 0% means no effect
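CHO CRE-bla cells, overnight plating in Opti-MEM with 0.5% dialyzed FBS; cpd titration + EC10 NKH 477, 3 h 37 °C; CCF4 2 h RT; ex 405/em 460 vs 530 ratio → %Activity, AC50.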
Hsp90 Hop PPI – changes Hsp90-Hop TPR2A binding signal, up or down | 0.44% of 71,000 active | Potency, µM (doses to about 57 µM), for the others: at the highest dose activity change, negative = inhibition | AlphaScreen TPR2A-His6 binding biotin-Hsp90 C-terminal peptide; active = well fitted curve in either direction with a large enough effect; inconclusive = small, poorly fitted or top-dose-only effect, or another doubt; also: potency is read from the fitted curve at half-maximal effect; % is scaled to controls: 0 for no effect and ±100 for the full control effect; many of its hits are not listed in these tables
ALOX15 inhib – inhibitors of human 15-lipoxygenase (ALOX15); P16050; purified 15hLO-1, xylenol orange hydroperoxide absorbance; Potency, µM (highest dose often 57.1 µM), for inactives: top-dose activity change, negative = inhibition, hits mostly inhibitors; 1.4% of 74,000 active; AID 887; also: potency is read from the fitted curve at half-maximal effect; % is scaled to controls: 0 for no effect and ±100 for the full control effect; nearly all actives have a fitted effect of over 55% in size
Target sequence (P16050 whole entry, looked up): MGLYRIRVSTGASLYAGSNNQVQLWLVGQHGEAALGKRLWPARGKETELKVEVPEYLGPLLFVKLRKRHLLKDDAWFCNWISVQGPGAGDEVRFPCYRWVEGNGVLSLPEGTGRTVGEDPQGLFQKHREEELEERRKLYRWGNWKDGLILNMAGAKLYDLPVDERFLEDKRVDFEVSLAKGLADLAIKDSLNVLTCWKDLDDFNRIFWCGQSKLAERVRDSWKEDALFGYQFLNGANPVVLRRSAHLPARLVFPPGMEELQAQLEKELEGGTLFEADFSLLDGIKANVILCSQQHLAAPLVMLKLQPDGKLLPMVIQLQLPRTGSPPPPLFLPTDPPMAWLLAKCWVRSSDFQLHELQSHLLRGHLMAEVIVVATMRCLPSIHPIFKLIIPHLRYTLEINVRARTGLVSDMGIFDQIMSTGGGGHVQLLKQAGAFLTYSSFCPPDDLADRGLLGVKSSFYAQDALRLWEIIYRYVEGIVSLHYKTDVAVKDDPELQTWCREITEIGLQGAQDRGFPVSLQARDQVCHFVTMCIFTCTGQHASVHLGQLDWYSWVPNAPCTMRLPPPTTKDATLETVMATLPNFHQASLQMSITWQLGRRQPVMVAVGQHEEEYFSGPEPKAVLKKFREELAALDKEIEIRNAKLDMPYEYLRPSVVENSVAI
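Compounds were preincubated 15 min at room temperature with 40 nM purified human enzyme (25 mM Hepes pH 7.5, 0.01% Triton X-100); 50 uM arachidonic acid reacted 6 min. Fe-xylenol orange detection, 30 min, absorbance ratio 573/405 nm.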
BRCT PPI green – BRCA1 BRCT-phosphoprotein interaction inhibition | P38398 | BRCA1 BRCT-phosphopeptide binding, green fluorescence polarization | Potency, µM (titrated, usually from 76.9 µM), for inactives: at the highest dose activity change, negative = inhibition, actives largely listed as inhibitors | 0.05% of 75,000 active | AID 875;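 also: potency is read from the fitted curve at half-maximal effect; plate controls were peptide without protein for full effect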
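Fluorescence polarization: His-tagged BRCT (~35 kDa BRCA1 C-terminus, 250 nM) bound to 100 nM fluorescein-labeled phosphorylated 10-aa BACH1 peptide, pH 7.3 phosphate buffer with DTT and Tween 20. Compounds incubated 12 min at room temperature; inhibition read as lowered polarization.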
HADH2 inhib – inhibitors of human HADH2 dehydrogenase; Q99714; recombinant HADH2, NADH fluorescence, beta-hydroxybutyryl-CoA; Potency, µM (titrated, usually from 57.1 µM), for the others: top-dose activity change, negative = inhibition, actives largely listed as inhibitors; 3.4% of 73,000 active; AID 886; also: potency is read from the fitted curve at half-maximal effect; % is scaled to controls: 0 for no effect and ±100 for the full control effect; nearly all actives have a fitted effect of over 60% in size; many of its hits are not listed in these tables
Target sequence (Q99714 whole entry, looked up, one chain of several): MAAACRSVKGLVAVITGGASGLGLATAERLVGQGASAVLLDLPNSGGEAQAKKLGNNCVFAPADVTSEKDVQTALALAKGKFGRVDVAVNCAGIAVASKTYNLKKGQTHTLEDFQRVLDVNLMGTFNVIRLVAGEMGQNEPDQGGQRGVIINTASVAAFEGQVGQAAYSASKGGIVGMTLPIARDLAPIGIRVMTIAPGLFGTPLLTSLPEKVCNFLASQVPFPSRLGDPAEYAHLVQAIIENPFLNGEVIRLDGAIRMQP
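Buffer 100 mM Tris-HCl pH 9.0/0.01% Tween-20; HADH2 20 nM; NAD+ 1 mM; beta-hydroxybutyryl-CoA 90 uM (all final). 15 min cpd preincubation, RT.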
* = called active by the depositor; u = inconclusive; x = not tested or not shown; & = joins results of further samples; [ ] = dose if it differs, or a comment. Unless noted, calls follow the shape of the dose curve; as a rule, active = well fitted curve in the direction sought with a large enough effect; inconclusive = small, poorly fitted or top-dose-only effect, or another doubt; inactive = no such curve, though single readings can be large; an effect the other way counts as inactive or inconclusive. A portion of the library; rates above refer to the full screens.

SMILES	BRCT PPI red	Pol III holo inh	Epigenetic mod	Ub-GFP proteasome	HBB splicing	USP2a inh	CRE-bla Fsk	Hsp90 Hop PPI	ALOX15 inhib	BRCT PPI green	HADH2 inhib
CCOc1ccccc1C1NC(=O)NC(C)=C1C(=O)OC1CCCC1C (configuration not stated)	0.9%	4%	0%	0%	0.4%[57.5 µM]	x	17%	-4%	-14%	-0.8%	u
CN(CCOc1ccc(C[C@H](Nc2ccccc2C(=O)c2ccccc2)C(=O)O)cc1)c1ccccn1	-2.9%	-2%&-7%	3%&-1%	-7%&1%	0.5%	17%	u	-9%&-8%	5%	-3.1%	-7%&12%
CCOC(=O)N1CCC(c2nc3ccccc3[nH]2)CC1	0.2%	-3%	-1%	-1%	-1.8%	3%	u	-1%	8%	-1.7%	-4%
N#C/C(=C\c1ccc(O)c(O)c1)C(=O)OCCc1cccs1	-0.9%	-5%	-1%	-3%	x	x	-19%	4µM*	u	7.6%	13µM*
O=C(c1cccc(Cl)c1)N1CCCC(C(=O)N2CCCCCC2)C1 (configuration not stated)	0.6%	-1%	0%	5%	-0.6%[1.84 µM]	6%	2%	-3%	8%	-0.9%	15%
Cc1cc(N2CCc3ccccc32)n2ncnc2n1	0.4%	0%	4%	1%	0.9%[0.369 µM]	-7%	28%	-1%	-18%	-0.8%	-2%
CCN(CC)c1ccc(N)cc1	0.8%	-4%	x	x	-0.6%	x	-16%	u	-19%	4.5%	2%
Cc1oc2cc(O)cc(O)c2c(=O)c1-c1ccc2c(c1)OCCCO2	-1.0%	-7%	0%	x	3.7%[0.369 µM]	16%	7%	-12%	u	-1.4%	-26%
NCCC[C@@H](N)C(=O)O	-4.0%[15.4 µM]	11%[11.4 µM]	0%[9.22 µM]	-3%[9.17 µM]	1.1%[9.22 µM]	x	-12%[7.6 µM]	-2%[11 µM]	-7%[11.4 µM]	-1.0%[15.4 µM]	7%[11.4 µM]
COc1ccc(S(=O)(=O)N(C)CC(=O)Nc2cccc(C(C)=O)c2)cc1	-0.2%	-5%	11%	5%	0.1%	2%	-4%	-2%	3%	0.2%	6%

With a hit mark in HADH2 inhib (from the list above):
compound	BRCT PPI red	Pol III holo inh	Epigenetic mod	Ub-GFP proteasome	USP2a inh	CRE-bla Fsk	Hsp90 Hop PPI	ALOX15 inhib	BRCT PPI green	HADH2 inhib
N#C/C(=C\c1ccc(O)c(O)c1)C(=O)OCCc1cccs1	-0.9%	-5%	-1%	-3%	x	-19%	4µM*	u	7.6%	13µM*

Additional results follow.
SMILES	BRCT PPI red	Pol III holo inh	Epigenetic mod	Ub-GFP proteasome	HBB splicing	USP2a inh	CRE-bla Fsk	Hsp90 Hop PPI	ALOX15 inhib	BRCT PPI green	HADH2 inhib
Cn1c(NCCCN2CCOCC2)nc2c1c(=O)n(Cc1ccc(Cl)cc1)c(=O)n2C	-0.7%	2%	3%	7%	-0.9%[1.84 µM]	15%	5%	-9%	1%	-1.4%	11%
COc1cc2c(cc1OC)C(C(=O)NCCN1CCOCC1)C1c3ccccc3CCN1C2=O (configuration not stated)	-0.1%	-2%	0%	10%	-1.3%	2%	-2%	-4%	-2%	-2.7%	12%
CC(=O)OC[C@H]1O[C@@H](ON=C(C)C)[C@H](OC(C)=O)[C@@H](OC(C)=O)[C@H]1OC(C)=O	2.0%[15.4 µM]	x	x	x	0.9%[9.22 µM]	x	x	x	1%[11.4 µM]	0.8%[15.4 µM]	u
O=S(=O)(c1ccc(F)cc1)N1CCN(CC(O)COCc2cccs2)CC1 (configuration not stated)	1.2%	-4%	5%	2%	-0.3%[57.5 µM]	9%	0%	2%	5%	-1.0%	-2%
CC(=O)N1CC=CC1(CC(C)C)C(=O)NCc1cc(F)cc(C(F)(F)F)c1 (configuration not stated)	-3.6%	0%	x	x	-0.3%	x	-1%	0%	-1%	-1.2%	10%
COc1ccc(C2C3=C(CCCC3=O)Nc3nc4ccccc4n32)c(OC)c1OC (configuration not stated)	-0.9%	-3%	0%	-8%	0.3%	7%	0%	6%	-1%	-1.2%	25µM*
Cc1nnc(NC(=O)CSc2nnc(CCc3nc4ccccc4[nH]3)n2C)s1	-1.3%	-5%	0%	-1%	x	-6%	-5%	-6%	0%	-1.3%	3%
O=C(CN(C(=O)CNS(=O)(=O)c1ccccc1)C1CCCC1)NCC1CCCO1 (configuration not stated)	1.1%	u	0%	1%	4.5%[57.5 µM]	5%	-9%	-1%	20%	-3.5%	4%
CCCC(=O)NCCCc1nc2ccccc2n1CC	0.2%	-6%	x	2%	-1.1%	x	-8%	-3%	-9%	-4.0%	7%
CC(C)(C)c1cc(Br)c(O)c(CN(Cc2cc(C(C)(C)C)cc(Br)c2O)C2CCCCC2)c1	-0.5%[15.4 µM]	-8%[11.4 µM]	7%[9.22 µM]	1%[9.17 µM]	3.1%[9.22 µM]	x	7%[7.6 µM]	-4%[11 µM]	7%[11.4 µM]	-0.5%[15.4 µM]	u
c1ccc(-c2[nH]ncc2-c2nc3ccccc3[nH]2)cc1	1.1%	-1%	-2%	-7%	-0.5%[57.5 µM]	9%	-4%	0%	2%	1.1%	12%
CCCn1c(=O)[nH]c2nc(-c3ccc(S(=O)(=O)O)cc3)[nH]c2c1=O	-9.9%	-5%	-1%	0%	x	x	u	-6%	u	-3.2%	u
CCc1ccccc1N1CCN(S(=O)(=O)c2ccc(F)c(C)c2)CC1	1.8%	1%	0%	0%	0.4%	-11%	u	u	-9%	0.6%	1%
CCOC(=O)c1c(NC(=O)CSc2nnc(C)s2)sc2c1CCN(C)C2	-3.1%	-8%	0%	-2%	u	18%	u	u	u	5.5%	-24%
CCOc1ccc(-c2nc(-c3ccccc3C)no2)cc1	1.5%	-3%	0%	-2%	-1.5%	-10%	-5%	25%	0%	-0.3%	0%
Cc1cccc(N2CCN(C(=O)COc3cc(=O)n(C)c4ccccc34)CC2)c1C	-0.2%	-2%	-2%	0%	9.4%	40%[activator]	u	-5%	-25%	0.9%	2%
COc1ccccc1NC(=O)CNS(=O)(=O)c1ccccc1	-0.8%	1%	-3%	2%	-0.5%	-4%	-3%	-4%	5%	1.0%	-2%
CC(=O)c1c(N2CCOCC2)nc(=S)n(-c2cc(C)ccc2C)c1C	0.3%	6%	2%	-8%	-0.2%	-3%	11%	-10%	5%	-1.3%	1%
COC(=O)c1cc(Br)c(=O)n(Cc2ccncc2)c1	-0.8%	-2%	2%	-8%	2.3%[0.369 µM]	34%[activator]	4%	-5%	1%	-1.7%	2%
CC1(C)CC(=O)C2=C(C1)NC(Nc1nc3ccccc3o1)=NC21CCCC1	-0.3%	-6%	2%	-3%	-0.2%	-9%	-3%	-2%	-1%	-1.6%	6%
Cc1ccc(S(=O)(=O)Cn2cnnn2)cc1	1.2%	0%	-2%	1%	x	-2%	-5%	-4%	-2%	0.2%	-1%
COc1ccc(N2CCN(C(c3cc4ccc(C)cc4[nH]c3=O)c3nnnn3C3CCCC3)CC2)cc1 (configuration not stated)	-1.9%	-2%	-2%	0%	1.3%	18%	15%	-6%	u	-2.1%	1%
Cc1nn(C)c(C)c1NC(=O)CSc1nc(Cc2ccccc2)nc2c1cnn2-c1ccccc1	-0.2%	-5%	1%	2%	x	1%	3%	u	4%	-1.8%	34%[activator]
COCCSc1nnc(NC(=O)C2CCCCC2)s1	-1.0%	-1%	-1%	-3%	x	4%	6%	2%	6%	-0.7%	20%
